thrombin 1536 = blocks human thrombin protease activity; P00734; alpha-thrombin, Boc-VPR-AMC fluorogenic substrate cleavage; inhibition, % at 5 µM; 220,000 tested, 0.26% active;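 active = inhibition at or above 40%; inactive = inhibition below 40%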;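 note: 0% = enzyme with no compound and 100% = wells without enzyme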
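System: human alpha-thrombin protein; Compound dosing: one concentration per compound, 5 µM, with 0.2% DMSO; Timing: reaction at room temperature; Technique: AMC fluorescence, 355/460 nm; Controls: enzyme without compound as high, wells lacking enzyme as low.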
FXIIa inh = blocks human coagulation factor XIIa protease activity; P00748; purified FXIIa, Boc-QGR-AMC fluorogenic substrate, 2 h; inhibition, % at 5 µM; 220,000 tested, 0.3% active; AID 800; in the data active = inhibition above about 40%;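 note: 0% = enzyme with no compound and 100% = blank without enzyme; many of its hits are not listed in these tables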
Cl transport mod = modulates chloride dependent transport by human KCC2; Q9H2X9; KCC2 cells, thallium flux FluoZin-2 fluorescence; B-score of Tl+ flux slope (higher = more flux/activation; lower = inhibition) at 10 µM; 190,000 tested, 2.2% active; AID 1456;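 active = thallium flux slope and its plate-corrected score both differing from the plate sample mean at a set confidence after two filtering rounds, in either direction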;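 note: slope of fluorescence scaled to starting intensity during 10 to 20 s after thallium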
Target sequence (Q9H2X9 whole entry, looked up): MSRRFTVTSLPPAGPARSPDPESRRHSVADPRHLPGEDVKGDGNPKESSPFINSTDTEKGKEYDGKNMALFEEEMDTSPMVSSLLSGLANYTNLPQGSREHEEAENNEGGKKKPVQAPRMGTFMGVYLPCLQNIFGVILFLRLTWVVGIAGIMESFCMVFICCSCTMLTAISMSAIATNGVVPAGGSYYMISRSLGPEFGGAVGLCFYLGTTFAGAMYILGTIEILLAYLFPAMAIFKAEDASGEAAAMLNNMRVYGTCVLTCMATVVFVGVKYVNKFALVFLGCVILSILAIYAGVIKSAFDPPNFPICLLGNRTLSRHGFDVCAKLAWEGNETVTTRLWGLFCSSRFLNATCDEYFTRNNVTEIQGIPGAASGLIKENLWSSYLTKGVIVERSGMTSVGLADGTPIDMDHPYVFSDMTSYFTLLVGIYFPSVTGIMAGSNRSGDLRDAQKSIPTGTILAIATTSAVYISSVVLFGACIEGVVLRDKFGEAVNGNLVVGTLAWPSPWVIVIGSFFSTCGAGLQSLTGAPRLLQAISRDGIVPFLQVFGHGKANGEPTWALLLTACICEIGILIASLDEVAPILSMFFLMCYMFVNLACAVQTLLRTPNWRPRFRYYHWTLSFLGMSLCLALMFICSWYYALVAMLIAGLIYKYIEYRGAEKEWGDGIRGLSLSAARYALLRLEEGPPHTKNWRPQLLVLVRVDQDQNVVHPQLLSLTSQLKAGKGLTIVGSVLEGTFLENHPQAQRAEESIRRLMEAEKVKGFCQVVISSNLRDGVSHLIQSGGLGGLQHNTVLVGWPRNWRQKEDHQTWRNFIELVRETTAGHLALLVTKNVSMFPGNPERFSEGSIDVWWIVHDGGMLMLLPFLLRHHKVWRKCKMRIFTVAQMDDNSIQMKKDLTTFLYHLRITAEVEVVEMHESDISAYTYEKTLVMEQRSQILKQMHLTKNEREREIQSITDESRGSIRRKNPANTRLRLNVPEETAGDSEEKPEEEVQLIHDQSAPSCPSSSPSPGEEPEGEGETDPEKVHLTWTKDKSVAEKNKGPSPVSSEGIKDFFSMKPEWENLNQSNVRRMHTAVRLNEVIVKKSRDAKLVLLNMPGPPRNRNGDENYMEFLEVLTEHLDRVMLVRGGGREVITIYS
Calpain2 inh = blocks pig calpain II enzyme activity; purified calpain II, fluorogenic peptide substrate, 30 min; inhibition, % at 16 µM; 220,000 tested, 0.37% active;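 active = inhibition above about 50%, limit read from the data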
Rad51 HR inh = blocks human Rad51 in homologous recombination | Q06609 | hRad51 DNA strand exchange, fluorescence dequenching | inhibition, % at 10 µM | 200,000 tested, 0.085% active | AID 1385;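 active = inhibition above 40% at the single screening dose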;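 note: 0% = DMSO control wells and 100% = blanks with heterologous ssDNA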
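Material: Human Rad51 nucleoprotein filaments preassembled on unlabelled ssDNA | Also added: Labelled 47-mer dsDNA for strand exchange | Dosing: Single dose, 10 µM final compound | Schedule: 30-min compound preincubation and 15-min exchange, both room temperature | Technique: Fluorescence dequenching at 485/520 nm | Measure: Percent inhibition relative to plate controls and blanks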
FXIa inh = inhibitors of human coagulation factor XIa | P03951 | purified FXIa, Boc-Glu-Ala-Arg-AMC fluorogenic substrate | inhibition, % at 5 µM | 220,000 tested, 0.14% active;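 active = inhibition of at least 40%; inactive = inhibition below 40%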;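 note: fluorescence of freed AMC excited at 355 nm; 0% = enzyme without compound and 100% = no enzyme blank; many of its hits are not listed in these tables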
Furin inh = blocks human furin protease activity; AID 463115; inhibition, % at 30 µM; 220,000 tested, 0.061% active; purified furin, fluorogenic substrate cleavage; P09958; in the data active = inhibition above about 25%; note: inactives centre near -15
PERK inh = human PERK inhibition, primary cell-based screen. Q9NZJ5. CHO PERK-DD fusion, SEAP luminescence translation reporter. inhibition, % at 5.6 µM. 220,000 tested, 0.17% active;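 active = inhibition above the mean inhibition of all tested compounds plus 3 SD, set separately per screening campaign, cut at about 2.9% in these data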;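 note: PERK kinase domain activated by AP20187 dimerizer at 100 nM; 0% = DMSO with dimerizer and 100% = rapamycin at 8.4 µM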
KLK5 inh = kallikrein 5 (human) inhibition | recombinant hK5, fluorogenic AMC substrate cleavage | inhibition, % at 5 µM | 210,000 tested, 0.59% active | Q9Y337;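 active = inhibition of 40% or more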;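 note: 0% = enzyme controls without compound and 100% = no-enzyme blanks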
Starred values were filed as active, the others as inactive; / = not tested or not shown; [ ] = another dose, or the depositor's remark. Some of the compounds tested; the hit share may differ from the screen's.

Second line of a record – thrombin 1536 | FXIIa inh | Cl transport mod | Calpain2 inh | Rad51 HR inh | FXIa inh | Furin inh | PERK inh | KLK5 inh
CN1CCc2c1nc1ccccc1c2N=C1CCCN1Cc1ccccc1
  -5 | 0 | 0.52 | 5 | / | -4 | -33 | -1.8 | -7
COCCNC(=O)COC(=O)c1cc(-c2ccc(OC)cc2)nc2ccccc12
  -1 | 20 | 0.14 | -163 | -10 | 4 | 10 | -1.0 | 17
O=[N+]([O-])c1ccc(N2CCCCC2)s1
  13 | 9 | 0.12 | 0 | -7 | 0 | -13 | -0.6 | -9
CN(C)CCCC(C)(O)C(C)(C)c1ccccc1 (stereo unspecified)
  1 | 18 | / | -10 | 2 | 10 | -13 | 2.3 | -10
Cc1ccc(NC(=O)c2ccco2)cc1C
  16 | 19 | / | 8 | 4 | 9 | -17 | 1.2 | 32
O=C(NCCCN1CCOCC1)C(=O)N/N=C/c1ccccc1
  -3 | 9 | 0.76 | 12 | / | 4 | -9 | 0.3 | -27
COc1nccnc1NS(=O)(=O)c1ccc(N=Cc2c(C)[nH]n(-c3ccccc3)c2=O)cc1
  -8 | 16 | 0.65 | 1 | 7 | 6 | -5 | 0.2 | -15
COc1cccc2c1OC[C@@H](CO)[C@H]2N(C)C(=O)Nc1ccc(Cl)cc1
  7 | 21 | 0.44 | -6 | 8 | 6 | -13[20 µM] | 0.1 | -15
CCOc1cc(N2CCOCC2)c(OCC)cc1NC(=O)COC(=O)c1cccc2ccccc12
  -8 | 10 | -0.25 | 5 | -17 | 4 | -13 | 1.0 | -10
Cc1ccc(C(=O)O/N=C(\N)c2cccnc2)cc1[N+](=O)[O-]
  -4 | 12 | 0.13 | -11 | 6 | 0 | -24 | 0.0 | -14
O=C(/C=C/c1ccccc1)N1CCN(c2cccc(Cl)n2)CC1
  -3 | 2 | 0.088 | -12 | -5 | -1 | -6[20 µM] | 1.3 | -1
COC(=O)c1ccc(COc2ccccc2/C=C(\C#N)C(=O)Nc2ccccc2C)cc1
  0 | 26 | 0.11 | -66 | 4 | 20 | -10 | 1.2 | -21
Cc1cc(SCC(=O)c2cc3ccccc3o2)nc2ccccc12
  3 | 14 | 0.28 | -15 | 5 | 17 | -11[20 µM] | 0.3 | -2
COc1ccc(NC(=O)COC(=O)c2c(C)noc2C)c(OC)c1
  1 | 9 | -0.71 | 18 | 1 | 5 | -22[20 µM] | 0.0 | -12
CCOc1ccc(CN2CCN(Cc3cc4c(cc3Cl)OCO4)CC2CCO)cc1 (stereo unspecified)
  0 | 7 | -0.23 | 2 | / | 5 | -16 | -0.1 | 3
COc1cccc(/C=N/n2c(-c3ccco3)nc3ccccc3c2=O)c1
  -4 | 0 | 0.0077 | 20 | 3 | -4 | -18[20 µM] | -0.8 | -16
CCCCCC(=O)NNC(=O)Nc1ccccc1
  -4 | 9 | 1.7 | -11 | -3 | 5 | -15 | 0.5 | -11
COCCCn1c(=O)/c(=C\c2ccccc2OC(F)F)s/c1=C(/C#N)C(=O)NCCOC
  2 | 13 | -0.8 | -120 | -7 | -1 | -24 | 0.5 | 4
COC(=O)C1=C(C)Nc2ncnn2C1c1ccc(C)o1 (stereo unspecified)
  -9 | 8 | 1.5 | 0 | -9 | 3 | -22 | 0.7 | 23
CCOC(=O)C(=CNc1ccccc1C)C(=O)OCC
  21 | -21 | / | 45 | 0 | -11 | -11[20 µM] | 0.8 | -10
O=C(NCCN1CCOCC1)c1ccc2c(c1)N(Cc1ccccc1F)C(=O)c1ccccc1S2
  1 | -2 | 0.0035 | -33 | -6 | -2 | -12 | -0.7 | -19
COc1cc(NS(=O)(=O)c2ccc(NC(=O)CN3C(=O)c4ccccc4C3=O)cc2)ncn1
  0 | 5 | -0.55 | -12 | 12 | -2 | -8 | 2.3 | 1
O=C(c1ccc(Sc2ccc(F)cc2)c([N+](=O)[O-])c1)N1CCOCC1
  -8 | 6 | -1.8 | -12 | 13 | -2 | -15 | 0.7 | -3
CCN(CC)C(=O)c1ccc2c(c1[N+](=O)[O-])C(=O)c1ccccc1C2=O
  -2 | 1 | 1.1 | -6 | -4 | 6 | -12 | 0.9 | -2
COc1ccc2c(CC(=O)OCC(=O)Nc3ccc(S(N)(=O)=O)cc3)coc2c1
  -3 | 9 | 1.5 | -35 | 31 | 1 | -19 | 0.6 | 5
O=C(Nc1ccc(-c2cn3ccsc3n2)cc1)c1ccc(F)c(S(=O)(=O)N2CCOCC2)c1
  3 | 15 | 0.92 | -161 | -4 | 2 | -26 | -1.1 | 3
NNC(=O)C1CC(O)CN1S(=O)(=O)c1ccc(Cl)cc1 (stereo unspecified)
  0 | 8 | -0.41 | -6 | -3 | 0 | -16 | 0.9 | 4
Cc1c(NC2=C(Cl)C(=O)N(c3ccccc3Cl)C2=O)c(=O)n(-c2ccccc2)n1C
  3 | 15 | -0.34 | -34 | / | 7 | -13 | 0.1 | -6
O=C(Nc1nccs1)C1CCN(S(=O)(=O)c2ccc3c(c2)OCCCO3)CC1
  -1 | -7 | -0.054 | 21 | 1 | 2 | -19 | -0.4 | -6
CSc1nc(-c2ccccc2)cc(C)c1C#N
  -11 | 4 | 0.46 | 5 | 9 | 1 | -20 | 0.2 | 1
Cc1cc(C(=O)N/N=C2\CCCC(C)C2)n[nH]1 (stereo unspecified)
  -2 | 3 | -0.58 | 16 | / | -7 | -14[20 µM] | 0.1 | 0
COc1ccc(OC)c(NC(=O)C(CCS(C)(=O)=O)NC(C)=O)c1 (stereo unspecified)
  1 | 13 | / | -20 | 0 | 9 | / | / | -11
COc1cccc(NC(=S)N(CCCN2CCC(C)CC2)Cc2cccs2)c1
  -7 | 3 | -0.37 | 10 | 1 | -4 | -14 | 0.6 | -4
Brc1cnc(N2CCCC2)nc1N1CCCCC1
  -1 | 10 | / | 17 | -2 | -2 | -29 | 0.9 | -14
CCN(CC)S(=O)(=O)c1ccc(C(=O)Nc2cc3oc4ccccc4c3cc2OC)cc1
  -7 | 6 | -0.43 | -128 | 3 | -2 | -10 | 0.5 | -14
COc1cc(-c2nnc(COC(=O)C3c4ccccc4Oc4ccccc43)o2)cc(OC)c1OC
  6 | 15 | -0.55 | -16 | -2 | 3 | -13 | 0.1 | 6
CCOC(=O)c1sc(NC(=O)c2cccs2)nc1C
  5 | 16 | / | -11 | 6 | -5 | -21 | 0.1 | 7
COC(=O)/C=C/C(=O)NCc1ccco1
  -5 | 6 | 0.3 | -2 | -10 | -7 | -23[20 µM] | 1.0 | 2
CC(=O)N/C(=C\c1ccc(F)cc1)C(=O)NC(C(=O)O)C(C)C (stereo unspecified)
  -9 | / | 1.4 | -9 | 1 | -5 | -18 | 0.2 | -3
O=C(NNC(=S)Nc1ccc(F)cc1)C1CC1c1ccc(Cl)cc1 (stereo unspecified)
  -6 | -5 | 1.1 | 15 | 4 | -10 | -18 | -0.3 | -104
O=C(Nc1ccc2c(c1)Cc1ccccc1-2)c1cc2ccccc2o1
  / | / | 0.54 | / | 7 | / | -9[20 µM] | 0.7 | /
COc1cc(OC)cc(C(=O)NCC(=O)OC2CCOC2=O)c1 (stereo unspecified)
  -6 | 4 | / | 5 | -5 | -7 | -10 | 0.8 | 2
Cc1ccc(/C=C(\NC(=O)c2ccccc2)C(=O)N2CCCC2C(=O)O)cc1 (stereo unspecified)
  -9 | 2 | 0.23 | -27 | 3 | -5 | -34 | 1.1 | -2
COc1ccccc1CN1CC(C(=O)NC2CCCCC2)CC1=O (stereo unspecified)
  -2 | -7 | / | 2 | 1 | -1 | -28 | -0.1 | 0
Cn1c(COc2ccccc2)nnc1SCC(=O)c1cccc([N+](=O)[O-])c1
  4 | 7 | 0.024 | 13 | 0 | 3 | 4[20 µM] | -0.2 | 6
CC1=C(C(=O)NC(C)c2ccccc2)C2(CCC(C)CC2)OC1=O (stereo unspecified)
  1 | 9 | 0.45 | -10 | -2 | 2 | -30 | 0.6 | 1
N#Cc1ccc(-c2ccc(OCC(=O)NCCc3ccccc3)cc2)cc1
  5 | -3 | 1.4 | 0 | 8 | 4 | -13 | 0.2 | -6
CC(C)OCCCN1C(=O)c2[nH]nc(-c3ccccc3O)c2C1c1cccc(Cl)c1 (stereo unspecified)
  0 | 19 | 0.34 | -35 | -5 | 6 | -25 | -1.6 | -22
O=C1CC(=O)N(CCc2ccc(F)cc2)C(=O)N1
  7 | 15 | 0.0013 | -6 | -2 | 7 | -11[20 µM] | 0.4 | -4
COC(=O)Nc1ccc(S(=O)(=O)Nc2ncccn2)cc1
  -3 | 10 | -0.34 | 3 | 6 | 6 | -17 | 0.0 | -1
O=C(Nc1ccc(-c2ccc3nncn3n2)cc1)C1CCCCC1
  -19 | -4 | -0.5 | -8 | 3 | -3 | -22 | 0.1 | -4
O=c1oc(-c2cccs2)nc2ccc(Cl)cc12
  16 | 25 | -0.77 | 3 | -3 | 33 | -7 | 0.2 | 37
COc1ccc(NCc2n[nH]c(=O)c3ccccc23)cc1
  -5 | 3 | 0.013 | 18 | 0 | -9 | -18[20 µM] | -0.2 | -2
Cc1cccc(N=C2NN=C(c3c(C)[nH]c4ccccc34)CS2)c1
  0 | 12 | 0.67 | -51 | -2 | 14 | -21 | 0.8 | -10
CCN(CC)C(=O)CSc1nnc(-c2ccccc2)o1
  -1 | 6 | -0.11 | 3 | -5 | -7 | -22[20 µM] | -0.4 | -9
COc1ccccc1N1CCN(/N=C/C=C\c2ccco2)CC1
  2 | 16 | -0.072 | 27 | 7 | 6 | -4[20 µM] | 0.3 | 6
O=C1N=C(N2CCCC2)S/C1=C\c1ccccc1
  2 | 10 | -1.2 | 21 | -5 | 4 | -12[20 µM] | 0.5 | -1
C=CCn1c(N)c(C(=O)N2CCOCC2)sc1=S
  -3 | 11 | / | 12 | -10 | 20 | -24[20 µM] | 1.3 | 1
Cc1ccc(-c2nn(C)c(=O)c3ccccc23)cc1CO
  0 | 7 | 1.4 | -13 | 9 | 8 | -20 | 0.9 | -23
CCn1cc(Br)c(C(=O)NN)n1
  2 | 20 | 0.1 | -17 | 0 | 5 | -12[20 µM] | 1.2 | -8
Cc1nc2c(C(=O)NCc3ccc4c(c3)OCO4)c[nH]n2c(=O)c1Cl
  -7 | -9 | -0.8 | -3 | -4 | -8 | -27 | 1.5 | 20
CCc1cccc(NS(=O)(=O)c2ccc3c(c2)CCC(=O)N3)c1
  -9 | 11 | -0.38 | 24 | 13 | 2 | -14 | -0.3 | 5
COc1ccc(-c2nc(CN(CC3CCC(=O)N3)C(C)C)c(C)o2)c(C)c1C (stereo unspecified)
  23 | 23 | -1.4 | 9 | -8 | 35 | -6 | 0.1 | 12

Assay outcomes deposited in PubChem BioAssay by several laboratories.
